hIAP inh = human IAP inhibitors, primary screen, biochemical, luminescence, uHTS; purified IAP, CDP-Star luminescence, 30 min; inhibition, % at 10 µM; Intestinal-type alkaline phosphatase (Homo sapiens), P09923; AID 2544, 2010; 330,000 compounds, 0.12% hits;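 active = inhibition reaching a set limit with compound at 10 µM in the primary screen, cut at about 35% in these data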;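 note: plate controls were DMSO wells with enzyme for no effect and no-enzyme buffer wells for full effect; values of inactives mirror those of a sister screen read the other way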
beta cell repl = inducers of MIN6 beta-cell proliferation, primary screen, ATP luminescence, uHTS; 330,000 compounds, 0.29% hits; MIN6 cells proliferation, ATPlite luminescence, 48 h; cells starved in 0.2% serum; 100% = growth in 10% serum; proliferation, % at 10 µM; AID 2380, 2010;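 active = compounds whose signal lies at least 3.5 SD above the mean of all wells on their plate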;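 note: 0% = DMSO-treated cells in low-serum medium and 100% = 10% serum control; some compounds called inactive have numbers as strong as hits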
A3A deaminase = APOBEC3A ssDNA deaminase inhibitors, primary screen, selectivity assay for APOBEC3G inhibitor project, biochemical, FAM/TAMRA oligo cleavage fluorescence | DNA dC->dU-editing enzyme APOBEC-3A (Homo sapiens), P31941 | recombinant A3A, FAM/TAMRA ssDNA deamination fluorescence | inhibition, % at 20 µM | 330,000 compounds, 0.41% hits;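 active = at least 40% inhibition at 20 µM here, with at most 30% in a related deaminase screen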;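 note: plate controls were A3A with DMSO for no effect and wells lacking A3A enzyme for full effect; some results filed as inactive read as strong as hits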
ATG4B inh = ATG4B protease inhibitors, primary screen, biochemical, fluorescence, uHTS; Cysteine protease ATG4B (Homo sapiens), Q9Y4P1; ATG4B cleavage of LC3-PLA2, NBD-HPC fluorescence, 1 h; inhibition, % at 8.33 µM; 340,000 compounds, 0.51% hits; AID 504462, 2011; in the data active = inhibition above about 40%
Target sequence (Q9Y4P1 whole entry, looked up): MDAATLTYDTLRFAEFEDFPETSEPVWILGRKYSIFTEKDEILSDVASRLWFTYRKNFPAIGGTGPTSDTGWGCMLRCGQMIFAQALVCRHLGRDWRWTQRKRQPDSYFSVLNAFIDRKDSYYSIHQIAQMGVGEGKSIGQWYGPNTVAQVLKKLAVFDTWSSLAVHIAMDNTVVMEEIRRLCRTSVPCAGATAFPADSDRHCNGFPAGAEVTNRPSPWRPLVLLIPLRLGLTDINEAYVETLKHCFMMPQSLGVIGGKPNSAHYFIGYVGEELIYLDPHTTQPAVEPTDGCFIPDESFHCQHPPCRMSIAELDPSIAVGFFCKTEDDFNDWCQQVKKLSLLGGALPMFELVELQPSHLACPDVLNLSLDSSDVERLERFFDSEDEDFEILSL
mIAP activ = activators of mouse IAP, primary screen, biochemical, luminescence, uHTS; muIAP, CDP-Star luminescence, 30 min; active compounds read high; 1 = vehicle-only enzyme signal, 0 = enzyme-free wells; activation factor at 10 µM; 330,000 compounds, 0.24% hits; AID 2805, 2010;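 active = activation factor of at least 2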; note: the source names both 10 and 20 µM as test concentration; values of inactives mirror those of a sister screen read the other way
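Assay system: mouse IAP enzyme; Reagent: CDP-Star chemiluminescent phosphatase substrate; Compound: DMSO-dissolved test compounds; Incubation: 30 min, room temperature; Technique: luminescence from enzymatic CDP-Star hydrolysis; Controls: DMSO-only wells and no-enzyme negative control.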
mIAP inh = inhibitors of mouse IAP, primary screen, biochemical, luminescence, uHTS. intestinal alkaline phosphatase [Mus musculus]. purified mouse IAP, CDP-Star luminescence, 30 min. inhibition, % at 10 µM. 330,000 compounds, 0.2% hits;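 active = inhibition of at least 40% at 10 µM in the primary screen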;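 note: plate controls were DMSO with enzyme for no effect and no enzyme wells for full effect; values of inactives mirror those of a sister screen read the other way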
A3G deaminase = APOBEC3G DNA deaminase inhibitors, primary screen, biochemical, fluorescence, single-stranded DNA substrate, uHTS; AID 493012, 2011; DNA dC->dU-editing enzyme APOBEC-3G (Homo sapiens), Q9HC16; recombinant A3G, ssDNA deamination FAM/TAMRA fluorescence; inhibition, % at 20 µM; 330,000 compounds, 0.28% hits;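 active = inhibition of at least 40% at 20 µM, with no more than 30% in the related APOBEC3A deaminase screen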;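 note: plate controls were DMSO wells with A3G for no effect and wells lacking A3G enzyme for full effect; some compounds called inactive have numbers as strong as hits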
Target sequence (Q9HC16 whole entry, looked up): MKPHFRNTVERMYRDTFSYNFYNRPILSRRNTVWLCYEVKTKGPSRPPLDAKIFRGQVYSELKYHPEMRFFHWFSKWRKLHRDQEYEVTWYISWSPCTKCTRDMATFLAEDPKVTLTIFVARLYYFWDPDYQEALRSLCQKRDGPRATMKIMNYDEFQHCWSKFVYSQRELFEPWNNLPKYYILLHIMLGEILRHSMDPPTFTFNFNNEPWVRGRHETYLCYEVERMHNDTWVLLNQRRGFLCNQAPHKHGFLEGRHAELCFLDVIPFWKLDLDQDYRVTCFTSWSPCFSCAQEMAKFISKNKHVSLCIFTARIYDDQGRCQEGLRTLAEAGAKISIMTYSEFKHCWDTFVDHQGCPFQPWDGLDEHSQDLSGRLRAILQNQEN
MPTP block = mitochondrial permeability transition pore inhibitors, primary screen, biochemical, isolated mouse mitochondria, absorbance. Ca2+ swelling absorbance, 30 min. inhibition, % at 10 µM. 360,000 compounds, 1.4% hits. AID 602449, 2012;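 active = inhibition of 50% or more, scaled per plate between neutral and stimulator controls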;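 note: 0% = DMSO wells given calcium and 100% = 1 mM EGTA wells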
hIAP activ = human IAP activators, primary screen, biochemical, luminescence, uHTS | 330,000 compounds, 0.16% hits | purified human IAP, CDP-Star luminescence, 30 min; active compounds read high; 1 = vehicle-only enzyme, 0 = enzyme-free background | Intestinal-type alkaline phosphatase (Homo sapiens), P09923 | activation factor at 10 µM;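 active = activation factor of the enzyme at least 2-fold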; note: the source names both 10 and 20 µM as test concentration; values of inactives mirror those of a sister screen read the other way
An asterisk follows results filed as active; & = joins results of further samples.

SMILES	hIAP inh	beta cell repl	A3A deaminase	ATG4B inh	mIAP activ	mIAP inh	A3G deaminase	MPTP block	hIAP activ
Nc1ccc2nc(NC(=O)C3CCCCC3)sc2c1	-7	-3	-2	-2	0.87	13	-4	-0.2	1.1
COc1ccc(C(=O)c2c(C)c3ccccc3n2CC(O)CNC(C)C)cc1 (stereo not drawn)	6	-6	-2	9	0.92	8	-7	-4.8	0.94
CCCCn1c(N)c(N(CCOC)C(=O)c2ccc3c(c2)C(=O)N(c2cc(C)ccc2C)C3=O)c(=O)[nH]c1=O	10	1	-1	-9	1	-3	-7	-0.6	0.91
COc1ccc2nc3ccccc3nc2c1NC(=O)c1ccc(Cl)cc1Cl	19	-2	-11	-17	0.98	2	-21	0.9	0.81
Cc1cc(N2CCCCC2)c(F)cc1[N+](=O)[O-]	2	-3	-1	3	0.99	0	-6	0.3	0.98
CS(=O)(=O)N(CC(=O)NN=C1CCCCCC1)c1ccc(Oc2ccccc2)cc1	-1	-2	-2	4	1	-3	-10	5.1	1
Cc1ccc(CNC(=O)CSc2nnc3n2CCCCC3)cc1	5	-3	0	0	1.1	-13	-6	-0.2	0.95
COC(=O)C(C)Sc1n[nH]c(=S)s1 (stereo not drawn)	2	1	-3	-4	1.1	-7	84*	-0.2	0.98
COc1cc(NC(=O)c2csc(-c3ccncc3)n2)cc(C(=O)Nc2cccc(C(F)(F)F)c2)c1	6	-8	3	-16	0.97	3	1	1.5&1.4	0.94
COc1ccc(C(=O)Oc2cccnc2)cc1	-28	-1	-4	-3	0.93	7	-8	0.3	1.3

Single records, from the list above. Screens in order: hIAP inh, beta cell repl, A3A deaminase, ATG4B inh, mIAP activ, mIAP inh, A3G deaminase, MPTP block, hIAP activ
COc1ccc(C(=O)c2c(C)c3ccccc3n2CC(O)CNC(C)C)cc1 (stereo not drawn) as listed: 6, -6, -2, 9, 0.92, 8, -7, -4.8, 0.94
Cc1ccc(CNC(=O)CSc2nnc3n2CCCCC3)cc1 as listed: 5, -3, 0, 0, 1.1, -13, -6, -0.2, 0.95
COc1cc(NC(=O)c2csc(-c3ccncc3)n2)cc(C(=O)Nc2cccc(C(F)(F)F)c2)c1 as listed: 6, -8, 3, -16, 0.97, 3, 1, 1.5&1.4, 0.94
COc1ccc(C(=O)Oc2cccnc2)cc1 as listed: -28, -1, -4, -3, 0.93, 7, -8, 0.3, 1.3

Additional records follow.
SMILES	hIAP inh	beta cell repl	A3A deaminase	ATG4B inh	mIAP activ	mIAP inh	A3G deaminase	MPTP block	hIAP activ
Cc1nc(NC(C)C)c2oc3ccccc3c2n1	11	-2	1	-5	1	0	-3	-1.2	0.89
CC(C)N1CC(C(=O)Nc2ccc(C#N)cc2)CC1=O (stereo not drawn)	-4	-1	-1	-8	1.1	-8	0	-0.3	1
CC(C)C(=O)c1cn(CC(=O)NCc2ccco2)c2ccccc12	-12	-2	-5	1	1.1	-6	-5	-1.8	1.1
O=C(CNC(=S)N(Cc1ccccc1)Cc1cccnc1)NCCc1ccccc1	11	0	-1	4	0.99	1	2	0.0	0.89
CC(=O)c1c(C)[nH]c(C(=O)CN2C(=O)NC(C)(C)C2=O)c1C	1	1	-2	1	1	-3	-8	-0.1	0.99
COCCn1c(COc2cccc(OC)c2)nnc1SCC(=O)NC1CCCC1	0	-1	0	-6	0.92	8	-4	-2.4	1
CCSc1nnc2c(n1)OC=Nc1ccc(Br)cc1-2	-11	-2	7	-1	1	0	1	-1.2	1.1
CSc1ccccc1NC(=O)COc1ccc(S(=O)(=O)N2CCCC2)cc1	20	-1	-6	2	0.93	7	-6	3.3	0.8
CCCn1c(SCC(=O)Nc2ccc(OCC)cc2)nnc1C(C)C	-3	-1	1	0	1	-3	-1	-0.7	1
Cc1ccc(/C=C2\SC(=S)N(CCCC(=O)Nc3cccnc3)C2=O)cc1	-1	-3	0	8	0.85	15	-8	13	1

Some entries already given, limited to A3G deaminase and MPTP block.
| structure | A3G deaminase | MPTP block |
| --- | --- | --- |
| O=C(CNC(=S)N(Cc1ccccc1)Cc1cccnc1)NCCc1ccccc1 | 2 | 0.0 |
| CCSc1nnc2c(n1)OC=Nc1ccc(Br)cc1-2 | 1 | -1.2 |
| CC(C)N1CC(C(=O)Nc2ccc(C#N)cc2)CC1=O (stereo not drawn) | 0 | -0.3 |
| CSc1ccccc1NC(=O)COc1ccc(S(=O)(=O)N2CCCC2)cc1 | -6 | 3.3 |

Additional compounds follow.
SMILES	hIAP inh	beta cell repl	A3A deaminase	ATG4B inh	mIAP activ	mIAP inh	A3G deaminase	MPTP block	hIAP activ
CC(/C=N/NC(=O)c1cc(-c2ccc(C)s2)[nH]n1)=C\c1ccccc1	-10	-5	-6	-5	1	-1	-5	13	1.1
CC(=O)N1c2ccc(S(=O)(=O)N3CCCC3C(=O)NCc3ccccc3Cl)cc2CC1C (stereo not drawn)	-9	-2	-3	4	1.1	-11	-9	0.4	1.1
Cc1ccc(C(=O)N(CC(=O)NC2CCCC2)Cc2cccs2)s1	-9	-2	-5	-2	0.96	4	-3	0.9	1.1
CCc1ccccc1NC(=O)c1cc(-c2cccc(O)c2)on1	-2	5	1	-9	0.97	3	4	102*	1
O=C(Nc1ccncc1)c1cc(-c2cccc(Br)c2)nc2ccccc12	-9	-7	1	-14	0.9	10	-3	2.5	1.1
Cc1ccccc1CN1CCN(S(C)(=O)=O)CC1	-14	1	-2	-14	1	-2	-1	0.1	1.1
CCN1C(=O)/C(=C/c2ccc(C)o2)N(C)C1=S	1	0.0*	-2	4	0.88	12	9	6.8	0.99
Cc1ccc(S(=O)(=O)Oc2ccc(C(c3c(C)[nH][nH]c3=O)c3c(C)[nH][nH]c3=O)cc2)cc1	7	-4	9	70*	0.89	11	-6	-1.8	0.93
COc1ccccc1C(=O)NCC(=O)OCC(=O)c1cccc2ccccc12	3	0	0	6	1.1	-6	-6	-0.6	0.97
Cc1ccc2c(c1)NC(=O)C(CC(=O)Nc1ccc(Br)c(C)c1)O2 (stereo not drawn)	4	-3	-3	1	1.1	-10	-5	1.9	0.96
O=C1C(=O)N(Cc2ccncc2)C(c2ccccc2F)/C1=C(\O)c1ccc2c(c1)OCCO2 (stereo not drawn)	-5	1	-1	2	1	0	0	-1.0	1
Cc1noc(C)c1C(=O)NNc1cc(Cl)ccc1Cl	-2	-3	-1	4	1.1	-9	-1	1.7	1
c1ccc(C2CC(c3ccccc3)C(c3ccccc3)N2)cc1 (stereo not drawn)	2	-3	8	4	1	-2	-4	0.0	0.98
COc1ccc2c(c1)CCc1cc(C(=O)O)sc1-2	9	-3	5	1	1	-2	1	-0.7	0.91
O=C(Nc1ccccc1N1CCOCC1)c1ccc2c(c1)OCO2	5	-3	0	-8	0.95	5	1	2.6	0.95
CCOc1ccc(S(=O)(=O)NC(Cc2cnc[nH]2)C(=O)O)cc1 (stereo not drawn)	4	1	1	-1	0.91	9	-8	-1.0	0.96
Cc1cc(=O)[nH]c(N/N=C/c2ccccn2)n1	-40	-6	0	-5	1	-3	0	-0.1	1.4
CCc1ccc2oc(C(=O)Nc3nonc3CC)c(C)c2c1	-4	0	-1	4	0.96	4	-4	0.0	1
CCCCNc1c(N)n(CC(C)C)c(=O)[nH]c1=O	-5	1	0	-8	1	-1	5	-0.7	1.1
COC(=O)c1cccc(-n2cnnn2)c1	-5	-2	-7	7	1.1	-10	-8	-1.0	1
COC(=O)n1c(=O)oc2cc(S(=O)(=O)N3CCCCC3)ccc21	20	-1	-5	0	0.96	4	-7	-0.1	0.81
O=c1c2cc(Cl)ccc2[nH]c(=S)n1Cc1cccs1	9	0	0	6	0.84	16	2	14	0.91
CCC(=O)N1CCN(c2ccc(NC(=O)c3ccco3)cc2)CC1	1	-1	-8	3	0.98	2	-11	-3.8	0.99
CCN1CCN(c2nc(-c3ccccn3)nc3ccccc23)CC1	8	0	1	-6	0.95	5	-1	0.7	0.92
COc1ccc(C(O)(C(C)C)C(CN2CCOCC2)c2ccccc2)cc1 (stereo not drawn)	-14	0	7	-15	0.95	4	-3	1.0	1.1
COC(=O)Nc1ccc(OCc2ccccc2)cc1	16	-1	-4	2	1	-1	-5	-0.8	0.84

Quoted from the listing.
O=c1c2cc(Cl)ccc2[nH]c(=S)n1Cc1cccs1 – A3G deaminase: 2
CCC(=O)N1CCN(c2ccc(NC(=O)c3ccco3)cc2)CC1 – mIAP activ: 0.98
COC(=O)Nc1ccc(OCc2ccccc2)cc1 – A3G deaminase: -5
